# Assay outcomes: PubChem BioAssay, National Center for Advancing Translational Sciences (NCATS)
# PTAP-TSG101 blk: TSG101-PTAP interaction inhibition, HIV-1 budding. Q99816. Fluorescence polarization, FITC-PTAP peptide/Tsg101, 20 min. Potency, µM (highest dose often 115 µM), for inactives: at the top dose activity change, negative = inhibition, usual class: inhibitors. 44,000 tested, under 10 active. AID 1347069; note: potency is the fitted concentration of half-maximal effect; 0% is about no effect
# Target sequence (Q99816 whole entry, looked up): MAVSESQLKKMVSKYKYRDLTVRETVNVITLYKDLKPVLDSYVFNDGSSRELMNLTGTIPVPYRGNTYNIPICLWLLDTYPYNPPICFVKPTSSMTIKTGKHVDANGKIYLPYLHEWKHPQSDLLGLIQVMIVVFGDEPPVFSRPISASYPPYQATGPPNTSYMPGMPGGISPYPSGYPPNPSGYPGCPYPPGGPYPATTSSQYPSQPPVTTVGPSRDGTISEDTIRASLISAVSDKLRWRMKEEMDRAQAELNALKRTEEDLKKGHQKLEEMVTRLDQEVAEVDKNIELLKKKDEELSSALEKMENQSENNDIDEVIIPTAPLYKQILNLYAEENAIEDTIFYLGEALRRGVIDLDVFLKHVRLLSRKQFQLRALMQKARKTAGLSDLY
#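 Steps: Tsg101 binding domain (10 uM final) in HEPES pH 7.5/NaCl/Tween 20/EDTA/TCEP; add compound; add FITC-PTAP peptide (50 nM final); incubate 20 min r.t.; read polarization.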
# FH mod: Identification of activators of human fumarate hydratase by quantitative high-throughput screening | AID 1347055, 2019 | FH coupled MDH/diaphorase resazurin fluorescence, 15 min | 54,000 tested, 0.22% active | Potency, µM (highest dose often 79.9 µM), for inactives: at the top dose activity change, negative = inhibition, hits mostly inhibitors | Fumarate hydratase, mitochondrial (Homo sapiens), P07954; note: potency is the fitted concentration of half-maximal effect; % is set by controls: 0 for no effect and ±100 for the full control effect; the screen sought activators but most active calls are inhibition curves; nearly all actives have a fitted effect of over 45% in size
# p53null 32C kill: selectivity test: cytotoxicity in p53 null cells, permissive temperature; 55,000 tested, 0.62% active; Potency, µM (titrated, usually from 46.1 µM), without a hit: at the top dose activity change, negative = cytotoxicity, usual class: cytotoxic; H1299-neo p53 null cells, ATP luminescence, 24 h, 32C;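 note: potency is the fitted concentration of half-maximal effect; 0% = DMSO only and -100% = full killing by 100 µM tamoxifen; nearly all actives have a fitted effect of over 55% in size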
#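 Luminescent ATP readout gave cell viability of p53-null H1299-neo cells after a 24 h compound exposure at the permissive 32C. Titrations ran up to 46 uM, and AC50s were fitted with the standard Hill equation.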
# NTMT1 inh: blocks human N-terminal methyltransferase 1 activity; NTMT1 MTase-Glo SAH luminescence, purified enzyme; Potency, µM (series often up to 114 µM), inactives show at the highest dose activity change, negative = inhibition, most hits filed as inhibitors; 59,000 tested, 2.5% active;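 note: potency is the fitted concentration of half-maximal effect; plate controls were DMSO vehicle for no effect and no enzyme for full effect; nearly all actives have a fitted effect of over 65% in size; many of its hits are not listed in these tables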
# Target sequence (Q9BV86 whole entry, looked up): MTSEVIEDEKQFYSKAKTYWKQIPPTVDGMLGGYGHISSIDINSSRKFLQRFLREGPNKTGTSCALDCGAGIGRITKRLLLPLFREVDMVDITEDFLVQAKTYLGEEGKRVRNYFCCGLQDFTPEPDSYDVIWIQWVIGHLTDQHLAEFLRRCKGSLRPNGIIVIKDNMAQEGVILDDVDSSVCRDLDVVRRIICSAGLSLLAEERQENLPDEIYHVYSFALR
# B2AR arrestin ag: agonists recruiting beta-arrestin to human beta2-adrenergic receptor. P07550. HTLA Tango cells, beta-arrestin recruitment, luciferase luminescence, 18 h. AID 1347077. 44,000 tested, under 10 active. Potency, µM (top dose mostly 46.1 µM), without a hit: at the top dose activation, actives largely listed as activators;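 note: potency is the fitted concentration of half-maximal effect; 0% = DMSO and full agonism = EC100 isoproterenol or metaproterenol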
#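 Luminescence read-out: arrestin recruitment to recombinant beta2-AR releases tTA, inducing luciferase. Cells exposed 18 hr at 37 degrees C to up to 46 microM compound; %Activity from corrected signal, concentration-response curves classified by r2, magnitude and efficacy.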
# p53null 39C tox: p53 null cell cytotoxicity, nonpermissive temperature | 55,000 tested, 0.97% active | Potency, µM (titrated, usually from 46.1 µM), inactives show at the top dose activity, negative = cell killing, actives largely listed as cytotoxic | H1299 p53-null (neo) cells, 39C, ATPlite viability, 24 h;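 note: potency is the fitted concentration of half-maximal effect; 0% = DMSO only and -100% = full killing by 100 µM tamoxifen; nearly all actives have a fitted effect of over 50% in size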
#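 Luminescent ATP signal reported cell survival after H1299 lines (neo, p53 null; or p53 A138V) received up to 46 uM compound and 24 hr incubation at 39C.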
# GALK inhibitor: GALK (human) enzyme inhibition. P51570. recombinant GALK, Kinase-Glo ATP luminescence, 1 h. Potency, µM (series often up to 57.5 µM), for the others: top-dose activity, negative = inhibition, usual class: inhibitors. 44,000 tested, under 10 active. AID 1347072;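 note: plate controls were full GALK reaction for no effect and reaction lacking GALK for full effect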
# Target sequence (P51570 whole entry, looked up): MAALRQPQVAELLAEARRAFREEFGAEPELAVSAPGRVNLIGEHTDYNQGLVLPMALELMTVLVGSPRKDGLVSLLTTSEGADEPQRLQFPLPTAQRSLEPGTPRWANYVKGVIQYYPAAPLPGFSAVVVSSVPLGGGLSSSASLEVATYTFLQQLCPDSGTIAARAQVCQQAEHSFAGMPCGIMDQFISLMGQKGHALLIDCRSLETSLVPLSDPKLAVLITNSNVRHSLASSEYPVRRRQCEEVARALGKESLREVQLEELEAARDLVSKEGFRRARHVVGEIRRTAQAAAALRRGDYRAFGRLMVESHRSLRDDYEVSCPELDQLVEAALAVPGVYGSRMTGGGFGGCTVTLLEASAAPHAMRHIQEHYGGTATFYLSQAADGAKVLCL
#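 5 nM GALK; 35 uM ATP; 100 uM D-galactose; 20 mM HEPES pH 8.0, 5 mM MgCl2, 60 mM NaCl, 1 mM DTT, 0.01% BSA; 1 h RT; Kinase-Glo Plus luminescence.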
# Numbers without * were called inactive; ? = inconclusive; . = not tested or not shown. Calls come from the whole dose curve; as a rule, active = well fitted curve in the direction sought with a large enough effect; inconclusive = small, poorly fitted or top-dose-only effect, or another doubt; inactive = no such curve, though single readings can be large; an effect the other way counts as inactive or inconclusive. This is a subset; count on the stated rates, not on these rows.
cpd | compound | PTAP-TSG101 blk | FH mod | p53null 32C kill | NTMT1 inh
1 | N#Cc1ccccc1NC(=O)CSc1ncn[nH]1 | 2% | -10% | 4% | 6%
2 | Cc1ccccc1CNCCSc1nnnn1C | 1% | -3% | 0% | 0%
3 | Cc1cccc(NC(=O)Cn2cc(C(=O)C3CCCCC3)c3ccccc32)c1 | -5% | -38% | -7% | 0%
4 | CCc1ccc(N(CC)C(=O)c2ccc3c(=O)n4c(nc3c2)CCCCC4)cc1 | -13% | 1% | -15% | ?
5 | COc1ccc(-c2noc(-c3ccc(NCCc4ccccc4)c([N+](=O)[O-])c3)n2)cc1OC | -1% | -5% | -22% | 4%
6 | CCOc1cccc(C(=O)Nc2ccc(S(=O)(=O)N(Cc3ccccc3)c3ccccc3)cc2)c1 | -5% | -26% | -1% | 13%
7 | CCOc1ccccc1CNC(=O)c1ccc(Cn2c(SCc3ccccc3)nc3cccnc32)cc1 | 0% | -16% | ? | -19%
8 | COc1ccc(NC(=O)CCc2c(C)nc3c(-c4ccccc4)c(C)nn3c2C)cc1Cl | 0% | -10% | -3% | ?
9 | Cc1ccc(-c2csc(-c3c(N)c(C(=O)c4ccc5c(c4)OCO5)n4ccccc34)n2)cc1 | -4% | -9% | -2% | 17%
10 | CN(C)c1ccc(/C=C/c2nc(-c3ccccc3O)n(-c3ccccc3)n2)cc1 | -1% | . | -11% | .
11 | CCCN(CCC)CCCNC(=O)Cn1cc2c(n1)-c1c(oc(C(=O)N3CCCC3)c1C)CC2 | 1% | -10% | -8% | -4%
12 | O=C1C(=O)N(C2CCN(C(=O)c3ccccc3F)CC2)CCN1Cc1ccc(F)cc1 | -5% | . | -4% | .
13 | O=C(CSc1nnc2[nH]c(=O)cc(-c3ccccc3)n12)Nc1ccc(OC(F)(F)F)cc1 | 3% | 2% | ? | -9%
14 | CCOC(=O)C1CCN(c2nc3c(S(=O)(=O)c4ccc(C)c(C)c4)nnn3c3ccc(Cl)cc23)CC1 | -3% | -4% | 12% | 7%
15 | Cc1cc2c(cc1S(=O)(=O)NCc1ccccc1Cl)OCCN2C | 4% | -23% | -1% | ?

cpd | B2AR arrestin ag | p53null 39C tox | GALK inhibitor
1 | -2% | 2% | 2%
2 | 1% | -25% | 2%
3 | 0% | -15% | 0%
4 | -3% | -22% | -10%
5 | -1% | -5% | 2%
6 | -3% | 14% | 5%
7 | 0% | ? | -11%
8 | 1% | -17% | -2%
9 | -4% | -22% | 1%
10 | 1% | 5% | 24%
11 | ? | -18% | -5%
12 | -1% | 3% | 0%
13 | 0% | 12% | -8%
14 | 0% | -4% | 5%
15 | 0% | -7% | 0%

# Further structures
cpd | compound | PTAP-TSG101 blk | FH mod | p53null 32C kill | NTMT1 inh
16 | COc1ccc(NC(=O)C2CCCN(c3ncnc4c3nc3n4CCCCC3)C2)c(OC)c1 (stereo unspecified) | 1% | -35% | -7% | ?
17 | COc1ccc(NC(=O)Cn2cc(C(=O)C3CCCCC3)c3ccccc32)cc1 | 3% | -10% | 3% | ?
18 | Cn1c(SCC(=O)Nc2nc3ccccc3s2)ncc(C(=O)Nc2ccccc2)c1=O | -4% | -2% | 1% | -1%
19 | COc1ccc(NC(=O)c2cn(-c3ccccc3)nc2-c2ccc(C)cc2)cc1 | 0% | -20% | 0% | -9%
20 | Cc1ccc(NC(=O)CCC(=O)N2CCSc3ccccc32)cc1Cl | 0% | -26% | 9% | 6%
21 | CCCNC(=O)C1CCC(Cn2c(=O)c3sccc3n(CC(=O)N3CCC(C)CC3)c2=O)CC1 (stereo unspecified) | 2% | 0% | -3% | -2%
22 | COc1ccc(NC(=O)C2CCCN(S(=O)(=O)c3ccc4[nH]c(=O)ccc4c3)C2)cc1OC (stereo unspecified) | 4% | -19% | -5% | 4%
23 | Cc1ccc(S(=O)(=O)N(CC(=O)Nc2cccnc2)c2cc(Cl)ccc2C)cc1 | -10% | -19% | 19% | 17%
24 | COc1ccc2c(C)c(CC(=O)NCc3ccc(C)cc3)c(=O)oc2c1OC | 0% | . | -3% | .
25 | O=C(c1ccccc1)n1nc(-c2ccco2)nc1NCc1ccccc1Cl | -10% | -14% | 0% | -8%
26 | COc1cccc(C(=O)c2cn(CC(=O)Nc3cccc(Cl)c3C)c3nc(C)ccc3c2=O)c1 | 7% | 2% | -2% | -16%
27 | COc1ccc(CCNC(=O)c2ccc(Cn3c(=O)c4ccccc4n(Cc4ccc(C)cc4)c3=O)cc2)cc1OC | -1% | 1% | 2% | -2%
28 | COC(=O)c1cc(NC(=O)Cn2ncc3c2-c2ccccc2OC3)cc(C(=O)OC)c1 | 2% | ? | -3% | 15%
29 | Cc1ccccc1OC(=O)c1snnc1C | -5% | -6% | -14% | -4%
30 | COc1ccc(C(=O)NCCn2cc(SCc3c(F)cccc3Cl)c3ccccc32)cc1 | 0% | -12% | . | -3%

cpd | B2AR arrestin ag | p53null 39C tox | GALK inhibitor
16 | 2% | 2% | 0%
17 | 0% | -16% | 0%
18 | -4% | 10% | -2%
19 | 0% | 8% | 2%
20 | 0% | -10% | 1%
21 | 0% | 4% | -2%
22 | 0% | -15% | -7%
23 | -1% | ? | -4%
24 | -1% | 26% | 3%
25 | 5% | -13% | 1%
26 | 0% | 4% | 1%
27 | 1% | ? | 2%
28 | 0% | -4% | 3%
29 | -3% | 16% | 5%
30 | 1% | . | 0%

# Another view of some results above:
[28] COC(=O)c1cc(NC(=O)Cn2ncc3c2-c2ccccc2OC3)cc(C(=O)OC)c1
  PTAP-TSG101 blk = 2%
  FH mod = ?
  p53null 32C kill = -3%
  NTMT1 inh = 15%
  B2AR arrestin ag = 0%
  p53null 39C tox = -4%
  GALK inhibitor = 3%

[26] COc1cccc(C(=O)c2cn(CC(=O)Nc3cccc(Cl)c3C)c3nc(C)ccc3c2=O)c1
  PTAP-TSG101 blk = 7%
  FH mod = 2%
  p53null 32C kill = -2%
  NTMT1 inh = -16%
  B2AR arrestin ag = 0%
  p53null 39C tox = 4%
  GALK inhibitor = 1%

[18] Cn1c(SCC(=O)Nc2nc3ccccc3s2)ncc(C(=O)Nc2ccccc2)c1=O
  PTAP-TSG101 blk = -4%
  FH mod = -2%
  p53null 32C kill = 1%
  NTMT1 inh = -1%
  B2AR arrestin ag = -4%
  p53null 39C tox = 10%
  GALK inhibitor = -2%

# The results go on.
cpd | compound | PTAP-TSG101 blk | FH mod | p53null 32C kill | NTMT1 inh
31 | CCCNC(=O)CCC(=O)N1Cc2ccccc2Oc2ncccc21 | -2% | -7% | 11% | 23%
32 | CCOc1ccc(C(=O)NC2CC(=O)N(c3ccc(C)cc3)C2)cc1OCC (stereo unspecified) | 0% | 0% | -3% | 10%
33 | COc1cccc2c1Oc1ncccc1N(C(=O)CCC(=O)NCc1ccc(N(C)C)cc1)C2 | 0% | -3% | 12% | 3%
34 | CCOC(=O)c1c(NC(=O)Cc2coc3cc(C)ccc23)sc2c1CCCC2 | -5% | -8% | 0% | -2%
35 | CCN(C(=O)CSc1nc2ccccc2[nH]1)c1ccccc1 | -1% | -5% | -5% | -2%
36 | CCC(=O)N1CCc2cc(S(=O)(=O)NC(C(=O)NCCc3ccccc3)C(C)C)ccc21 (stereo unspecified) | 2% | 6% | -10% | 5%
37 | COc1cc2ccccc2cc1C(=O)Nc1cccc(-c2nc3cc(C)ccc3o2)c1C | -2% | 0% | -2% | 19%
38 | Cc1ccc(S(=O)(=O)NCC2CCC(C(=O)N(C)Cc3ccccc3)CC2)cc1 (stereo unspecified) | -1% | -6% | -9% | 7%
39 | CN(C(=O)CSc1cn(CC(=O)N2CCCCCC2)c2ccccc12)c1ccccc1 | 2% | -6% | -3% | 1%
40 | Cc1ccc(-c2nc(S(=O)(=O)c3ccc(C)cc3)c(N3CCCCC3)o2)cc1 | 6% | -19% | 16% | 4%
41 | CCOc1cccc(C2Oc3nc(SC)nnc3-c3ccccc3N2C(C)=O)c1OC (stereo unspecified) | 1% | -4% | 10% | 18%
42 | COc1cc(OC)c(NC(=O)c2ccc3c(c2)N(Cc2ccc(C)cc2)CCS3)cc1Cl | 3% | -13% | -8% | ?
43 | O=C(c1ccc(C(F)(F)F)cc1)N1CCC(c2noc(-c3ccc(S(=O)(=O)N4CCCC4)cc3)n2)CC1 | 3% | -21% | -10% | 2%
44 | O=C(NCc1cccs1)C1CCN(C(=O)N2CCOc3ccccc32)CC1 | 0% | 5% | -3% | 4%
45 | Cc1cccc(N2CCN(C(=O)CCCn3ncn4c(cc5occc54)c3=O)CC2)c1C | -1% | -19% | 24% | -18%

cpd | B2AR arrestin ag | p53null 39C tox | GALK inhibitor
31 | -1% | -5% | -4%
32 | 1% | 1% | 0%
33 | 1% | 1% | -11%
34 | 0% | 17% | 2%
35 | 1% | 3% | -1%
36 | 0% | -12% | 0%
37 | 0% | -8% | 0%
38 | 5% | 24% | 3%
39 | 0% | 0% | 5%
40 | -1% | 12% | 0%
41 | -2% | 29% | 0%
42 | 1% | -6% | 1%
43 | -2% | -17% | -3%
44 | 1% | 16% | 0%
45 | -1% | 3% | -4%

# Sorted by heavy-atom count (ascending): three of the compounds above.
cpd | compound | PTAP-TSG101 blk | FH mod | p53null 32C kill | NTMT1 inh
44 | O=C(NCc1cccs1)C1CCN(C(=O)N2CCOc3ccccc32)CC1 | 0% | 5% | -3% | 4%
38 | Cc1ccc(S(=O)(=O)NCC2CCC(C(=O)N(C)Cc3ccccc3)CC2)cc1 (stereo unspecified) | -1% | -6% | -9% | 7%
45 | Cc1cccc(N2CCN(C(=O)CCCn3ncn4c(cc5occc54)c3=O)CC2)c1C | -1% | -19% | 24% | -18%

cpd | B2AR arrestin ag | p53null 39C tox | GALK inhibitor
44 | 1% | 16% | 0%
38 | 5% | 24% | 3%
45 | -1% | 3% | -4%

# Later entries
cpd | compound | PTAP-TSG101 blk | FH mod | p53null 32C kill | NTMT1 inh
46 | Cn1c(=O)cc(SCC(=O)N2CCN(c3ccccc3F)CC2)c2ccc(Cl)cc21 | -9% | -15% | 7% | -4%
47 | CCOC(=O)c1c(C)c(-c2ccccc2)n(CC(=O)NCCc2cccc(C)c2)c1C | -4% | -1% | -8% | 11%
48 | O=C(COc1ccccc1)NC1CC(=O)N(c2ccc3c(c2)OCCO3)C1 (stereo unspecified) | -10% | 2% | 2% | 0%
49 | CC(C)c1ccc(C2CC(=O)N3CN(C4CCCCC4)CSC3=C2C#N)cc1 (stereo unspecified) | -8% | ? | 20% | 11µM*

cpd | B2AR arrestin ag | p53null 39C tox | GALK inhibitor
46 | 1% | -25% | 6%
47 | 0% | 7% | -6%
48 | -3% | 21% | -1%
49 | 1% | 10% | -2%
